Bioassay records from PubChem BioAssay.
Lamin A splicing: modulators of lamin A splicing. HeLa LMNA splicing GFP/RFP minigene ratio, 48 h. Potency, µM (series often up to 46.1 µM), without a hit: at the top dose ratio change, negative = inhibition, hits mostly inhibitors. 200,000 tested, 0.01% active; active = well fitted inhibition curve with a large enough effect in the signal ratio, with a control signal flat, not every such curve was filed as active; inconclusive = small, poorly fitted or top-dose-only effect, or effect the other way, or a change in a side signal; the % refers to the signal ratio; also: potency is read from the fitted curve at half-maximal effect; % is scaled to controls: 0 for no effect and ±100 for the full control effect
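S3 HeLa cells stably expressing lamin A-EGFP splicing minigene plus DsRed2, 600 cells/well, 48 h compound exposure at 37C. Laser-scanning cytometry; analysed as GFP (500-530 nm)/RFP (575-640 nm) total intensity ratio; 0.5% DMSO vehicle.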
IMPase Li cell: IMPase inhibition in cells with lithium potentiation | CHO-M1 cells, IP1 TR-FRET (IP-One), carbachol + lithium | Potency, µM (highest dose often 59.4 µM), without a hit: at the highest dose activity, negative = IMPase inhibition, most hits filed as inhibitors | 210,000 tested, 0.35% active;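 also: IP1 builds up when IMPase is blocked and the TR-FRET signal falls; potency is read from the fitted curve at half-maximal effect; plate controls were basal vehicle for no effect and high inhibitor control for full effect; nearly all actives have a fitted effect of over 50% in size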
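CHO-M1, 2000 cells/well, 16–30 h culture; cpd + low Li+, 30 min 37C; lysis with d2-IP1/Eu-anti-IP1 Ab, 10 min RT; TR-FRET 665/620 ratio and 620 channel; AC50 via Hill.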
SMN2 splice up: increases expression of the SMN2 splice variant | Potency, µM (series often up to 46.1 µM), for inactives: at the top dose activity change, positive = activation, actives largely listed as activators | HEK293 SMN2-luciferase splicing reporter, luminescence, 30-36 h | 210,000 tested, 2.8% active; also: potency is read from the fitted curve at half-maximal effect; % of control where 0% means no effect; nearly all actives have a fitted effect of over 55% in size
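HEK293 cells carry an SMN2 […]–luciferase reporter in which exon 7 inclusion puts luciferase in frame. Cells were plated 10-12 h before compound addition, then incubated 30-36 h at 37C. ONE-Glo luminescence was read; sodium butyrate at 4.5 mM final served as control.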
HttQ103 aggreg: reduces HttQ103-GFP aggregates in PC12 cells. Potency, µM (titrated, usually from 46.1 µM), for the others: at the top dose activity change, negative = inhibition, hits mostly inhibitors. AID 1688. PC12 HttQ103-GFP aggregates, Acumen cytometry, 40 h. 220,000 tested, 1.1% active; also: potency is read from the fitted curve at half-maximal effect; % is scaled to controls: 0 for no effect and ±100 for the full control effect; nearly all actives have a fitted effect of over 60% in size
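Aggregates are detected as GFP objects 1–25 µm with signal 6 STDEV over background in lysates of induced PC12 cells. These carry Huntingtin exon 1 with 103 glutamines fused to GFP under an ecdysone promoter; compounds titrated.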
Luc counter: blocks Kinase-Glo luciferase, a counter-screen artifact; Potency, µM (doses to about 38.3 µM), inactives show top-dose activity change, negative = inhibition, most hits filed as inhibitors; Kinase-Glo luciferase, ATP luminescence, 8 min; Q27757; 200,000 tested, 0.28% active; also: potency is read from the fitted curve at half-maximal effect; % is scaled to controls: 0 for no effect and ±100 for the full control effect; nearly all actives have a fitted effect of over 60% in size
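Substrate mix (final 50 mM imidazole pH 7.2, 50 mM KCl, 7 mM MgCl2, 10 uM ATP, 0.01% Tween 20, 0.05% BSA) plus pin-tool compound, then Kinase-Glo detection mix; 8 min ambient, luminescence read.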
CBFb-RUNX1 inh: CBF-beta/RUNX1 interaction disruption; Q01196+Q13951; Potency, µM (top dose mostly 59.8 µM), for the others: top-dose activity, negative = inhibition, hits mostly inhibitors; AlphaScreen CBFb-His/RUNX1-biotin binding, biochemical; 230,000 tested, under 10 active; also: % of control where 0% means no effect
Target sequence (Q01196 whole entry, looked up): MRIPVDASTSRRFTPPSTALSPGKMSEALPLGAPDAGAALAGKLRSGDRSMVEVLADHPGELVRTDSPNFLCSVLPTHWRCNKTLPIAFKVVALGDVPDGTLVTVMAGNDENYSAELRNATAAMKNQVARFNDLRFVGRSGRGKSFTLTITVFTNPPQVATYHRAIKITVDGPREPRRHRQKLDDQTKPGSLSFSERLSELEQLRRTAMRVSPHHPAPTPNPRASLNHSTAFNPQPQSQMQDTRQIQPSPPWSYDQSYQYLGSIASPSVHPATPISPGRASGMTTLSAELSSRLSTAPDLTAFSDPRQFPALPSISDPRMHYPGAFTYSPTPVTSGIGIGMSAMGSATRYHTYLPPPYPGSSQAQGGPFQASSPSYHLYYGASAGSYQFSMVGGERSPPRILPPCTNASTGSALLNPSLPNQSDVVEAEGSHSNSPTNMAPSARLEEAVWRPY
Target sequence (Q13951 whole entry, looked up): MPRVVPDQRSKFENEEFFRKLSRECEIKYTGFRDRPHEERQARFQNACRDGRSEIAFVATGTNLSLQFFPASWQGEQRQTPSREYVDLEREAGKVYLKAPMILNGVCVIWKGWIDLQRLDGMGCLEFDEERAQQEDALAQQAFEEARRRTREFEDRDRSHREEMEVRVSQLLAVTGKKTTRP
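Compounds were screened at multiple concentrations against a preformed CBF-beta(His)/RUNX1(biotin) complex (30 nM of each) for 15 min at room temperature, followed by 90 min with nickel and streptavidin beads and AlphaScreen reading.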
HTT ATP protect: cytoprotection in Huntington HTT-Q103 PC12 cell model; 230,000 tested, 0.14% active; AID 1471; Potency, µM (highest dose often 56.4 µM), for inactives: cytoprotection (ATP increase), most hits filed as activators; PC12 HTT-Q103 induced, cytoprotection, ATP luminescence, 40 h;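 also: potency is read from the fitted curve at half-maximal effect; % of control where 0% means no effect; nearly all actives have a fitted effect of over 45% in size; toxic huntingtin expression switched on by the ecdysone agonist tebufenozide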
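Readout: ATPlite luminescence (ATP level). Model: stable PC12, inducible Htt exon1 Q103-GFP. Inducer: tebufenozide, 100 nM final. Compounds: dose series. No G418 in medium.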
The depositor's hits bear a star; ? = inconclusive; . = not tested or not shown; & = joins results of further samples; [ ] = another dose, or the depositor's remark. Unless noted, calls follow the shape of the dose curve; as a rule, active = well fitted curve in the direction sought with a large enough effect; inconclusive = small, poorly fitted or top-dose-only effect, or another doubt; inactive = no such curve, though single readings can be large; an effect the other way counts as inactive or inconclusive. Random draw from the library; overall some 4% were active at least once.

SMILES | Lamin A splicing | IMPase Li cell | SMN2 splice up | HttQ103 aggreg | Luc counter | CBFb-RUNX1 inh | HTT ATP protect
CCCCC(=O)NCCc1cc2c(OC)ccc(OC)c2[nH]c1=O | -1% | -12%[38.3 µM] | -21% | -5% | -1% | 2% | 4%
Cc1ccc(OCC(=O)Nc2ccc3c4c(cccc24)CC3)c(C)c1 | 10% | -14% | -31%[inhibitor] | 21% | -4% | -7% | 10%[10 µM]
COCCN1C=C2C(=O)C(C)(OC(=O)CCc3ccccc3)C(=O)C=C2C=C1c1ccc(C#N)cc1 (centres undefined) | -3%[9.22 µM] | 2% | -6%[9.22 µM] | -38%[9.22 µM] | -6%[7.66 µM] | 14%[13.1 µM] | -4%&-7%[10 µM]
CC(C)c1ccc(NC(=O)c2csnn2)cc1 | -9% | 11%[38.3 µM] | ? | -26% | -16% | 10% | -86%[inhibitor]
COCCCNc1nc(N)c([N+](=O)[O-])c(NCC2CCCO2)n1 (centres undefined) | . | . | . | 3%[9.22 µM] | . | 5% | 1%[10 µM]
CC(C)(C)CNc1cc(N2CCCC2)ccc1[N+](=O)[O-] | 8%[0.0737 µM] | -12%[38.3 µM] | -1% | -5% | -4% | -5% | -15%
O=c1c2ccccc2nc2ccccn12 | 5%[46 µM] | -7% | ? | -21% | -4% | 1% | -8%
COc1ccc(CCNC(=O)CSc2ccc(-c3ccco3)nn2)cc1 | -3%[46 µM] | 0% | 7% | 4% | -2% | ? | -20%
O=C(NCC1CCCO1)c1c(O)c2cccc3c2n(c1=O)CCC3 (centres undefined) | -9% | 7%[38.3 µM] | -48%[inhibitor] | -28% | 8% | -2% | -23%
O=C1CSC(c2ccccc2)N1c1nc(-c2ccc(Cl)cc2Cl)cs1 (centres undefined) | 3% | -18%[38.3 µM] | -6% | 2% | -8% | 1% | 3%
Clc1ccc(-c2nnc3n2CCCC3)cc1Cl | 0% | -11%[38.3 µM] | -9% | -6% | -2% | 2% | 7%
O=c1cc(NCCO)c2ccccc2o1 | 3% | 27%[38.3 µM] | 15% | 18% | 1% | -1% | 10%
CCCCC(=O)Nc1ccc(NC(=O)c2cnccn2)cn1 | . | 6% | 13% | . | -2% | 2% | .
Cc1sc(NC(=S)NC(=O)c2cccs2)nc1-c1ccc(CC(C)C)cc1 | 2% | 25%[38.3 µM] | -31% | 15% | 2% | 3% | 6%
NNC(=O)CNC(=O)CNS(=O)(=O)c1ccccc1 | 27%[46 µM] | 5% | 1% | . | 1% | 3% | .
CCc1nnc(NC(=O)CN2CCN(c3cccc(OC)c3)CC2)s1 | -10% | -1% | -5% | 2% | 1% | -9% | 23%[10 µM]
C=CCSc1ncccc1C(=O)NCc1ccc(C)cc1 | 4% | -15%[38.3 µM] | 3% | 5% | -5% | 2% | -8%
COC(=O)C1=C(C)N(C(C)c2ccccc2)C(=O)/C1=C\c1ccco1 (centres undefined) | -9%[9.22 µM] | 8% | -12% | 32% | 1% | ? | -13%
Cc1cc(OCC(=O)c2ccc(C(F)(F)F)cc2)n2cnnc2n1 | . | . | . | -7%[9.22 µM] | . | -7% | 10%[10 µM]
COCCN(C(=O)c1csnn1)C(C(=O)NC(C)(C)C)c1cccc(OC)c1 (centres undefined) | 11% | 25%[38.3 µM] | 10% | -25% | -2% | 1% | -3%
O=C1CCC(=O)N1N1C(=O)C2C3c4ccccc4C(c4ccccc43)C2C1=O (centres undefined) | . | -3% | 4% | ? | 1% | -2% | -28%
CCOC(=O)N1CCN(c2c(N3CCN(c4ccccc4OC)CC3)c(=O)c2=O)CC1 | -4% | 14%[38.3 µM] | 14% | 10% | -2% | -2% | -4%
Cc1ccccc1C=O | . | -7% | 0% | . | . | 14%[21.7 µM] | 1%
CCCOc1ccccc1N/C(=N/c1nc(C)cc(C)n1)NC(=O)Nc1ccc(Cl)cc1 | 4% | 21%[38.3 µM] | -14% | ? | -5% | 5% | -37%
Cc1cc2ncn(C(=O)N3CCOCC3)c2cc1C | 20% | 29%[38.3 µM] | -6% | -27% | 0% | 8% | 6%
O=S(=O)(NC1=NCCC1)c1cccc(NC(=S)NCCc2ccccc2)c1 | -5% | -2% | -13% | -13% | -2% | -5% | 5%[10 µM]
Cc1ccc(SCc2nc3ccccc3n2CC(=O)Nc2c(C)cccc2C)cc1 | 0% | 13%[38.3 µM] | 6% | 23% | -1% | -4% | -39%[inhibitor]
COc1cc(/C=C2\SC(=O)N(CCNC(=O)c3sc4cc(F)ccc4c3Cl)C2=O)cc(OC)c1OC | . | 50%[activator] | . | -10%[9.22 µM] | . | 6% | -5%[10 µM]
Cc1ccc(C)c(/C(O)=C2\C(=O)C(=O)N(CCCN3CCOCC3)C2c2cccnc2)c1 (centres undefined) | -10% | 29%[38.3 µM] | 7% | 10% | -5% | 0% | -9%
O=C(Nc1ccc([N+](=O)[O-])cc1)c1nc[nH]c1C(=O)NC1CCCCC1 | -2% | -2% | ? | -6% | -1% | -4% | .

Random excerpt: 2 entries already listed
SMILES | Lamin A splicing | IMPase Li cell | SMN2 splice up | HttQ103 aggreg | Luc counter | CBFb-RUNX1 inh | HTT ATP protect
Cc1ccc(OCC(=O)Nc2ccc3c4c(cccc24)CC3)c(C)c1 | 10% | -14% | -31%[inhibitor] | 21% | -4% | -7% | 10%[10 µM]
C=CCSc1ncccc1C(=O)NCc1ccc(C)cc1 | 4% | -15%[38.3 µM] | 3% | 5% | -5% | 2% | -8%

(cont.)
SMILES | Lamin A splicing | IMPase Li cell | SMN2 splice up | HttQ103 aggreg | Luc counter | CBFb-RUNX1 inh | HTT ATP protect
CC(C)(C)NC(=O)NC(=O)Cn1ccsc1=N | -8% | 1% | 3% | 27% | -4% | 0% | -21%[1.9 µM]
CC1=C(C(=O)OCc2ccccc2)C(c2ccoc2)C(C#N)=C(N)O1 (centres undefined) | 11% | 19%[38.3 µM] | 6% | 6% | 0% | 5% | -17%[10 µM]
Cc1ccsc1/C=N/N=C1\C(=O)Nc2ccccc21 | ? | 1% | 0% | 9% | -1% | -13% | 15%[10 µM]
CC(=O)NC1(C(F)(F)F)NC(=O)N(c2ccc(F)cc2)C1=O (centres undefined) | ? | -1% | 9% | ? | 0% | -5% | -22%
COc1ccc(N2C(=O)CC(Sc3nc(C)cc(C)c3C#N)C2=O)cc1 (centres undefined) | -6% | 1% | 13% | 16% | 2% | 0% | 11%[10 µM]
Cc1c(NC(=O)c2cc3c(s2)CCCC3)c(=O)n(-c2ccccc2)n1C | . | 21% | -4% | 14% | -2% | -4% | -50%[inhibitor]
Cc1ccc(CS(=O)(=O)CCC(=O)NCCC2=CCCCC2)cc1 | . | -4% | -18% | -4% | 2% | 5% | 11%
CC1CC(C)CN(S(=O)(=O)c2ccc(NC(=S)NC(=O)c3ccccc3)cc2)C1 (centres undefined) | 4% | -5% | -4%[1.84 µM] | -20% | -1% | -11% | 18%[10 µM]
Cn1c(SCC(=O)N/N=C/c2ccncc2)nc2ccccc21 | . | . | . | -11%[9.22 µM] | . | 6% | 7%[10 µM]
CN1C(=O)c2cccc3c(S(=O)(=O)Nc4ccccn4)ccc1c23 | ? | -2% | ? | 22% | -1% | 11% | 19%[1.9 µM]
COc1cccc(NC(=O)Cn2c(=O)oc3cc(S(=O)(=O)N4CCCC4)ccc32)c1 | . | . | . | 3%[9.22 µM] | . | 1% | -10%[10 µM]
Cc1ccccc1S(=O)(=O)NNC(=O)C(=O)NNc1ccccn1 | ? | 2% | -38%[inhibitor] | ? | 1% | 7% | -7%[10 µM]
CCOC(=O)c1c(C)[nH]c(C(=O)OCC(=O)Nc2cc(Cl)ccc2OC)c1C | ? | 2%[38.3 µM] | 5% | 5% | -4% | -4% | 5%
CC(=O)Nc1cccc(NC(=O)c2c(-c3ccccc3Cl)noc2C)c1 | -16% | 5%[38.3 µM] | . | 7% | -2% | 1% | 2%
CCNC(=O)CC1C(=O)N(c2ccc(C)cc2)C(=O)N1CCc1ccc(OC)c(OC)c1 (centres undefined) | -1% | -16%[38.3 µM] | 0% | 29% | 0% | 2% | 8%
COC(C)(C)c1cc(C(C)(C)C)nc(N)n1 | 10% | 12%[38.3 µM] | 28% | -11% | 2% | 3% | 15%

Part of the list above in order of formula weight, ascending:
SMILES | Lamin A splicing | IMPase Li cell | SMN2 splice up | HttQ103 aggreg | Luc counter | CBFb-RUNX1 inh | HTT ATP protect
Cc1ccccc1C=O | . | -7% | 0% | . | . | 14%[21.7 µM] | 1%
COC(C)(C)c1cc(C(C)(C)C)nc(N)n1 | 10% | 12%[38.3 µM] | 28% | -11% | 2% | 3% | 15%
CC(C)(C)CNc1cc(N2CCCC2)ccc1[N+](=O)[O-] | 8%[0.0737 µM] | -12%[38.3 µM] | -1% | -5% | -4% | -5% | -15%
COC(=O)C1=C(C)N(C(C)c2ccccc2)C(=O)/C1=C\c1ccco1 (centres undefined) | -9%[9.22 µM] | 8% | -12% | 32% | 1% | ? | -13%
Cc1c(NC(=O)c2cc3c(s2)CCCC3)c(=O)n(-c2ccccc2)n1C | . | 21% | -4% | 14% | -2% | -4% | -50%[inhibitor]
CC(=O)Nc1cccc(NC(=O)c2c(-c3ccccc3Cl)noc2C)c1 | -16% | 5%[38.3 µM] | . | 7% | -2% | 1% | 2%
O=S(=O)(NC1=NCCC1)c1cccc(NC(=S)NCCc2ccccc2)c1 | -5% | -2% | -13% | -13% | -2% | -5% | 5%[10 µM]
O=C1CSC(c2ccccc2)N1c1nc(-c2ccc(Cl)cc2Cl)cs1 (centres undefined) | 3% | -18%[38.3 µM] | -6% | 2% | -8% | 1% | 3%
Cc1sc(NC(=S)NC(=O)c2cccs2)nc1-c1ccc(CC(C)C)cc1 | 2% | 25%[38.3 µM] | -31% | 15% | 2% | 3% | 6%
COc1cccc(NC(=O)Cn2c(=O)oc3cc(S(=O)(=O)N4CCCC4)ccc32)c1 | . | . | . | 3%[9.22 µM] | . | 1% | -10%[10 µM]
CC1CC(C)CN(S(=O)(=O)c2ccc(NC(=S)NC(=O)c3ccccc3)cc2)C1 (centres undefined) | 4% | -5% | -4%[1.84 µM] | -20% | -1% | -11% | 18%[10 µM]
COc1cc(/C=C2\SC(=O)N(CCNC(=O)c3sc4cc(F)ccc4c3Cl)C2=O)cc(OC)c1OC | . | 50%[activator] | . | -10%[9.22 µM] | . | 6% | -5%[10 µM]
